# Compound activity (PubChem BioAssay)
# BAZ2B inh: blocks human BAZ2B. Q9UIF8. AlphaScreen BAZ2B-H3K14Ac peptide displacement. Potency, µM (doses to about 114 µM), without a hit: at the top dose activity change, negative = inhibition, hits mostly inhibitors. hit rate 4.4% among 360,000; also: potency is read from the fitted curve at half-maximal effect; % is scaled to controls: 0 for no effect and ±100 for the full control effect; nearly all actives have a fitted effect of over 60% in size
#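 BAZ2B (50 nM) with biotin-H3(5-23)K14Ac peptide (50 nM) in PBS pH 7.4, 0.01% Tween-20, preformed 30 min, then compound 30 min at room temperature; top concentration 110uM. AlphaScreen streptavidin donor/nickel chelate acceptor beads (10 ug/mL final), 20 min dark, signal read.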
# GLS inh: inhibitors of human glutaminase (GLS) | O94925 | GLS enzymatic activity, qHTS titration | Potency, µM (highest dose often 45.5 µM), for inactives: at the top dose activity change, negative = inhibition, hits mostly inhibitors | hit rate 0.21% among 410,000; also: potency is read from the fitted curve at half-maximal effect; % is scaled to controls: 0 for no effect and ±100 for the full control effect
#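 hKGA in 45 mM KH2PO4 pH 8.2, 0.02% Tween-20 with pin-transferred compounds; 1 mM L-glutamine (stock) plus glutamate oxidase/HRP/Amplex Red coupling added. Fluorescence read initially and after 30 min at RT.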
# PI4K2A block: blocks human PI4K2A kinase activity; Q9BTU6; purified PI4K2A, ADP-Glo luminescence, 1 h; active compounds read low; activity change, negative = inhibition, % at 76.9 µM; hit rate 0.13% among 420,000; in the data active = activity change below about -50%; inconclusive = mostly about -30% to -49%;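 also: -100% = wells without enzyme as full effect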
# Target sequence (Q9BTU6 whole entry, looked up): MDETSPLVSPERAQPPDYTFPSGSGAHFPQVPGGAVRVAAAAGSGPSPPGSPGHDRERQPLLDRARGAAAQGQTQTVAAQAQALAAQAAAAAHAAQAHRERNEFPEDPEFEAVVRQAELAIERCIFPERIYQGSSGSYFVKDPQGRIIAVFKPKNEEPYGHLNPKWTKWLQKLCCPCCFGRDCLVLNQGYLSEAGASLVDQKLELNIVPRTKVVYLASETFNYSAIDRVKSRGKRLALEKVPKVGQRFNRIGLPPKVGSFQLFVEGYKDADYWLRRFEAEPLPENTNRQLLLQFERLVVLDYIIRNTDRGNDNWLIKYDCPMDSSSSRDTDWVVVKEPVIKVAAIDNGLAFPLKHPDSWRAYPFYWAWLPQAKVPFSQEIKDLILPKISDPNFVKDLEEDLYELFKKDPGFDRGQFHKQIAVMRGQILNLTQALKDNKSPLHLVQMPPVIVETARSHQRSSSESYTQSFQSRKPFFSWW
#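 In this quantitative HTS, ADP production by PI4K2A was quantified luminescently after 1 h at ambient temperature; 100 microM adenosine served as plate-quality control.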
# JMJD2A Tudor inh: JMJD2A Tudor domain (human) inhibition; Potency, µM (titrated, usually from 114 µM), for inactives: top-dose activity change, negative = inhibition, usual class: inhibitors; hit rate 4.4% among 390,000; AlphaScreen JMJD2A-Tudor / H3K4me3 peptide binding; also: potency is read from the fitted curve at half-maximal effect; % is scaled to controls: 0 for no effect and ±100 for the full control effect; nearly all actives have a fitted effect of over 50% in size
# HP1b binding inh: HP1-beta chromodomain-methylated histone interaction inhibition; Potency, µM (top dose mostly 114 µM), inactives show top-dose activity change, negative = inhibition, most hits filed as inhibitors; hit rate 0.56% among 390,000; AlphaScreen HP1-beta / biotin-H3K9me3 peptide binding; P83916; AID 540317; also: potency is read from the fitted curve at half-maximal effect; nearly all actives have a fitted effect of over 70% in size; inactives centre near 23
#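 Compound inhibition of the preformed complex between 50 nM HP1-beta and 50 nM biotinylated H3K9me3 peptide was read by AlphaScreen. Buffer was PBS pH 7.4 with 0.01% Tween-20. Incubations ran 30 min at room temperature, with 10 ug/mL donor/acceptor beads.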
# POLH inh: DNA polymerase eta (human) inhibition; Potency, µM (titrated, usually from 114 µM), for inactives: at the highest dose activity change, negative = inhibition, hits mostly inhibitors; recombinant Pol eta, fluorescent DNA replication assay; Q9Y253; AID 588591; hit rate 1.2% among 390,000; also: potency is read from the fitted curve at half-maximal effect; % is scaled to controls: 0 for no effect and ±100 for the full control effect
#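 Pol eta (10 nM) was preincubated with compounds for 15 min at room temperature, after which fluorescent replication substrate (50 nM final) was added to start the reaction. Fluorescence was read kinetically at 0 and 10 min.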
# G9a block: G9a (human) methyltransferase inhibition. Q96KQ7. G9a H3K9 monomethylation, AlphaScreen, 2 h. Potency, µM (doses to about 102 µM), for the others: top-dose activity, negative = inhibition, actives largely listed as inhibitors. hit rate 8.8% among 350,000; also: potency is read from the fitted curve at half-maximal effect; % is scaled to controls: 0 for no effect and ±100 for the full control effect; nearly all actives have a fitted effect of over 75% in size
# Target sequence (Q96KQ7 913-1193 limits assumed): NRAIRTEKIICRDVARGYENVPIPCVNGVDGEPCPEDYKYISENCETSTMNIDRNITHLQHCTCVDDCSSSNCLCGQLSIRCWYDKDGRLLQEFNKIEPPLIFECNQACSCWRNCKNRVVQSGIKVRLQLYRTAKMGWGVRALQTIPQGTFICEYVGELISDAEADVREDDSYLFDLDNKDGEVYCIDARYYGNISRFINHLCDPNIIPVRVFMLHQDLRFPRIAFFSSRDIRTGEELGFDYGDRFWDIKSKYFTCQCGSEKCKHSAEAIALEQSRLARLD
#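 Compounds were preincubated with 20 nM G9a for 15 min, after which biotinylated H3K9 peptide (500 nM) and SAM (20 uM) started a 2 h room-temperature reaction. Monomethylated product was quantified by antibody-based AlphaScreen chemiluminescence.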
# Tb PGK inh: blocks T. brucei phosphoglycerate kinase; PGK/GAPDH coupled, Kinase-Glo luminescence, 60 min; Potency, µM (doses to about 57.5 µM), for the others: at the top dose activity change, negative = inhibition, hits mostly inhibitors; hit rate 0.043% among 380,000; also: potency is read from the fitted curve at half-maximal effect; % is scaled to controls: 0 for no effect and ±100 for the full control effect; nearly all actives have a fitted effect of over 60% in size
#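 Luminescent ATP detection (Kinase-Glo Plus) follows a 60-minute room-temperature incubation, with wells lacking PGK as controls. Buffer: 100 mM TEA (pH 7.6), 5 mM MgCl2, 0.01% Tween-20. Coupling enzyme GAPDH (100 nM final) supplies unstable 1,3-BPG in-well.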
# Pin1 inhibitor: blocks the human prolyl isomerase Pin1; Q13526; Pin1 FP peptide displacement, HiFluor488, 10 min; Potency, µM (top dose mostly 115 µM), without a hit: at the highest dose activity, negative = inhibition, actives largely listed as inhibitors; hit rate 0.009% among 390,000; AID 504891; active = well fitted inhibition curve with a large enough effect in the polarisation, with a control signal flat, not every such curve was filed as active; inconclusive = small, poorly fitted or top-dose-only effect, or effect the other way, or a change in a side signal; inactive = no such curve, though single readings can be large or run the other way; the % refers to the polarisation; also: potency is read from the fitted curve at half-maximal effect; % is scaled to controls: 0 for no effect and ±100 for the full control effect
# An asterisk follows results filed as active; i = inactive; ? = inconclusive; . = no result given; & = joins results of further samples; [ ] = remark or other dose. Unless noted, calls follow the shape of the dose curve; as a rule, active = well fitted curve in the direction sought with a large enough effect; inconclusive = small, poorly fitted or top-dose-only effect, or another doubt; inactive = no such curve, though single readings can be large; an effect the other way counts as inactive or inconclusive. Some of the compounds tested, so the mix of outcomes need not match the whole.
SMILES,BAZ2B inh,GLS inh,PI4K2A block,JMJD2A Tudor inh,HP1b binding inh,POLH inh,G9a block,Tb PGK inh,Pin1 inhibitor
CCOC(=O)N1CCN(c2nc(C(F)(F)F)nc3c(C)cc(C)cc23)CC1,8%,6%,1,8%,132%[activator],-10%,26%[59 µM],4%,2%
CCOC(=O)Nc1nnc(-c2ccc(OC)cc2)s1,9%,6%,0,-11%,23%,-11%,20%,5%[11.5 µM],-1%
COc1ccc(OC)c(NC(=O)CSc2nc3n[nH]c(C)c3c(=N)n2-c2cccc(Cl)c2C)c1,-34%,7%,-2,-17%,14%,-6%,16%[59 µM],-10%,8%
COc1ccc(CN(C)C(=O)c2cc(S(=O)(=O)Nc3ccccc3F)ccc2C)c(OC)c1,-7%,-3%,-2,-12%,14%,-4%,.,3%,-1%
CC(=O)N1c2ccccc2CC1C(=O)N1CCN(c2ccccc2)CC1 (centres undefined),-1%,9%,-11,?,17%,-16%,20%[59 µM],i,-7%
COc1ccc(OC)c2sc(N(CCCN(C)C)C(=O)c3ccco3)nc12,-16%,-5%,2,-17%,22%,-15%,?,-6%,?
CCC(C)NC(=O)/C(=C/c1ccco1)c1ccccc1 (centres undefined),-37%,-1%,-19,-6%,28%,-21%,-49%[12.7 µM],5%,7%
COc1ccc(NC(=O)Nc2cccc3c2O[C@H](CN(C)C(=O)Nc2ccccc2)[C@@H](C)CN([C@H](C)CO)C3=O)cc1,.,5%,2,-26%,19%,-12%,.,-1%,0%
COc1ccc(CNC(=O)CNC(=O)[C@@H]2Cc3ccccc3CN2)cc1,-38%,1%,4,-25%,13%,3%,0%[0.0925 µM],i,0%
N#CCCN(Cc1ccncc1)C(=S)NC1CC2C=CC1C2 (centres undefined),1%,-2%,-1,-2%,35%,-12%,.,-10%,-2%
Cc1ccc(NC(=O)C2CCCN(c3cnccn3)C2)c(C)c1 (centres undefined),-23%&-11%,1%&-6%,-2&-4,1%&-11%,39%&13%,-11%&-13%,23%,0%,-8%&-12%
COC(=O)NCC(c1cccnc1)N1CCN(c2ccccc2)CC1 (centres undefined),9%,-3%,2,-12%,35%,-11%,-15%[59 µM],9%,-2%
CNS(=O)(=O)c1cccc(C(=O)OCC(=O)Nc2ccc(N3CCCCC3)cc2)c1,-21%,16%,-2,-33%,1%,3%,?,0%,1%
CCOCCCNC(=S)NCCCNc1nc2cc3c(cc2cc1C#N)OCO3,21%,3%,1,17%,97%[activator],-8%,?,.,0%
CCN(CC(=O)NCc1cccs1)S(=O)(=O)c1c(F)cccc1F,3%,-4%,-1,-7%,43%[activator],-16%,19%[12.7 µM],2%,-5%
CCOC(=O)c1ccccc1NC(=O)CSc1ccc(-c2sc(C)nc2C)nn1,-9%,-8%,1,-9%,6%[57 µM],-13%,6%[59 µM],-4%,-3%
CN1CCN(c2ccccc2NC(=O)Cn2ncc3c([nH]c4ccccc43)c2=O)CC1,-17%,3%,-3,-23%,12%[57 µM],-8%,-5%,-3%,17%
CCOC(=O)c1cc(C(=O)OCC)cc(-n2cc(O)c(C(=O)OCC)n2)c1,-31%,0%,4,-15%,21%,-8%,7%,i,-4%
CC1=CC(C)(C)NC(=O)N1c1ccc(C)cc1,-3%,2%,-13,-11%,12%,-6%,1%,-2%,-19%
C=CCNC(=S)Nc1cccc2[nH]ncc12,-20%,-3%,-16,-8%,27%,-3%,-3%,-1%,5%
COc1ccnc(Oc2ccc(F)cc2)c1C(=O)N/C=N/OCc1c(Cl)cccc1Cl,7%,-2%,-5,-4%,-12%,-5%,-3%[59 µM],-3%,10%

# Exported as tab-separated lines: part of the list above.
mol	BAZ2B inh	GLS inh	PI4K2A block	JMJD2A Tudor inh	HP1b binding inh	POLH inh	G9a block	Tb PGK inh	Pin1 inhibitor
COc1ccc(CNC(=O)CNC(=O)[C@@H]2Cc3ccccc3CN2)cc1	-38%	1%	4	-25%	13%	3%	0%[0.0925 µM]	i	0%
N#CCCN(Cc1ccncc1)C(=S)NC1CC2C=CC1C2 (centres undefined)	1%	-2%	-1	-2%	35%	-12%	.	-10%	-2%
Cc1ccc(NC(=O)C2CCCN(c3cnccn3)C2)c(C)c1 (centres undefined)	-23%&-11%	1%&-6%	-2&-4	1%&-11%	39%&13%	-11%&-13%	23%	0%	-8%&-12%
COC(=O)NCC(c1cccnc1)N1CCN(c2ccccc2)CC1 (centres undefined)	9%	-3%	2	-12%	35%	-11%	-15%[59 µM]	9%	-2%
CNS(=O)(=O)c1cccc(C(=O)OCC(=O)Nc2ccc(N3CCCCC3)cc2)c1	-21%	16%	-2	-33%	1%	3%	?	0%	1%
CCOCCCNC(=S)NCCCNc1nc2cc3c(cc2cc1C#N)OCO3	21%	3%	1	17%	97%[activator]	-8%	?	.	0%
CCN(CC(=O)NCc1cccs1)S(=O)(=O)c1c(F)cccc1F	3%	-4%	-1	-7%	43%[activator]	-16%	19%[12.7 µM]	2%	-5%
CCOC(=O)c1ccccc1NC(=O)CSc1ccc(-c2sc(C)nc2C)nn1	-9%	-8%	1	-9%	6%[57 µM]	-13%	6%[59 µM]	-4%	-3%
CN1CCN(c2ccccc2NC(=O)Cn2ncc3c([nH]c4ccccc43)c2=O)CC1	-17%	3%	-3	-23%	12%[57 µM]	-8%	-5%	-3%	17%
CCOC(=O)c1cc(C(=O)OCC)cc(-n2cc(O)c(C(=O)OCC)n2)c1	-31%	0%	4	-15%	21%	-8%	7%	i	-4%
